Screening results (PubChem BioAssay)
influenza NS1A = H1N1 influenza NS1A inhibitors, functional cell based assay (AID 504329); NS1A functional cell-based assay, percent inhibition; higher % means a stronger effect; inhibition, % at 12.5 µM, or IC50 in µM where a hit was titrated; hit rate 0.3% among 340,000; in the data active = a potency from the dose series; inconclusive = inhibition above about 27% without an active follow-up result; also: strong numbers were not always called active
Salmonella PhoP GFP = Inhibition of PhoP regulon, Salmonella typhi GFP reporter cells, confirmation, 4 h (AID 1850). Salmonella Typhi PhoP-promoter GFP reporter, fluorescence, 4 h; higher % means a stronger effect. inhibition, % at 50 µM; hits with a dose series show IC50 in µM. hit rate 0.33% among 310,000; in the data active = a potency from the dose series; inconclusive = inhibition mostly from about 25% at the one dose, without a potency; inactive = the rest, 99 in 100 with inhibition below about 19%;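 also: 0% = induced wells with vehicle and 100% = uninduced wells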
VEEV TC-83 Vero = inhibitors of VEEV TC-83 cytopathic effect, confirmation, Vero cells (AID 588727); Vero cells, VEEV TC-83 cytopathic effect inhibition; higher % means a stronger effect; inhibition, % at 20 µM, or IC50 in µM where a hit was titrated; hit rate 0.13% among 350,000; in the data active = a potency from the dose series; inconclusive = inhibition mostly from about 14% at the one dose, without a potency; inactive = the rest, 99 in 100 with inhibition below about 12%; also: strong numbers were not always called active
M. tuberculosis = growth inhibition of non-replicating M. tuberculosis (AID 488890); hit rate 0.39% among 320,000; Mycobacterium tuberculosis non-replicating, growth inhibition; higher % means a stronger effect; inhibition, % at 25 µM; hits with a dose series show IC50 in µM; in the data active = a potency from the dose series; inconclusive = inhibition mostly from about 82% at the one dose, without a potency; inactive = the rest, 99 in 100 with inhibition below about 76%;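 also: plate controls were DMSO cells for no effect and high antibiotic wells for full effect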
M. tuberculosis HTS = M. tuberculosis growth inhibition, HTS (AID 449762) | hit rate 0.59% among 330,000 | M. tuberculosis H37Rv growth inhibition, 7H9 media; higher % means a stronger effect | one-dose inhibition, % at 25 µM; IC50 in µM for titrated hits; in the data active = a potency from the dose series; inconclusive = inhibition above about 70% without an active follow-up result;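 also: bacterial growth assessed after seven days of incubation; strong numbers were not always called active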
VEEV TC-83 Vero 10K pilot screen = also measured in VEEV TC-83 Vero; calls as there; inhibition, %; measured here: 10K pilot screen inhibition
* marks the source's active call; other numbers are inactive results; i = inactive; ? = inconclusive; . = no result given; & = joins results of further samples.

SMILES	influenza NS1A	Salmonella PhoP GFP	VEEV TC-83 Vero	M. tuberculosis	M. tuberculosis HTS	others
CCc1nnc(NC(=O)c2cccc(NC(=O)C(C)C)c2)s1	3%	-5%	8.1%	-5%	5%
CCOc1ccccc1CNS(=O)(=O)c1ccc2c(c1)oc(=O)n2C	4%	8%	1.4%	-8%	-1%
NC(=O)C1(Nc2ccc(-c3ccc(Br)cc3)cc2)CCCC1	6%	.	0.9%	.	.
O=C(CCC1CCCN(C(=O)C2=CCCCC2)C1)N1CCN(c2ccccn2)CC1 (stereo unspecified)	1%	-5%	0.6%	7%	8%
Cc1ccc(C)c(N2CCN(S(=O)(=O)c3c(C)[nH]c(C)c3C(=O)N3CCCC3)CC2)c1	8%	-5%	1.1%	4%	9%
COCCn1nnnc1C(c1ccc(OC)c(OC)c1)N1CCN(C(=O)c2ccco2)CC1 (stereo unspecified)	-2%	9%	0.6%	-7%	1%
COC(=O)c1c(NC(=O)c2ccco2)sc(C(=O)Nc2ccc(F)cc2)c1C	-10%	7%	0.7%	-1%	37%
O=C(Nc1ccc2nc3n(c(=O)c2c1)CCCC3)c1ccccc1F	-6%	0%	2.1%	-7%	-1%
COc1ccc(C(=O)Nc2nnc(SCC(=O)Nc3ccc(NC(C)=O)cc3)s2)c(OC)c1	-24%	-7%	0.6%	-4%	-19%
CN(C)c1ccc(/C=N/NC(=O)c2ccnn2C)cc1	-4%	13%	1.6%	0%	-4%
CC(CC(=O)Nc1ccc(F)c([N+](=O)[O-])c1)c1ccccc1 (stereo unspecified)	2%	-6%	7.1%	47%	-6%
COc1ccc(C2C(C(C)=O)=C(O)C(=O)N2c2nc3ccccc3s2)cc1OC (stereo unspecified)	1%	3%	2.6%	10%	-4%
N#Cc1cc(C(=O)c2cc(F)ccc2O)cn(-c2nccs2)c1=O	7%	7%	11%	33%	-3%	VEEV TC-83 Vero 10K pilot screen=10
COC(=O)[C@]1(C)N[C@H](c2ccc(-c3ccc(F)cc3)cc2)[C@@H]2C(=O)N(C)C(=O)[C@@H]21	6%	2%	0.8%	-7%	-13%
CC1CCCN(C(=O)CSc2nnc(-c3ccncc3)n2C)C1 (stereo unspecified)	-7%	3%	0.5%	0%	5%
CC12Cc3ccc4ccccc4c3C=C1C[N+](C)(C)C2 (stereo unspecified)	4%	-15%	2.1%	7%	-5%
Cn1c(SCC(=O)NC2CCCCC2)nnc1-c1ccc(N)cc1	1%	-3%	0.8%	-6%	4%
O=C(NCCc1c[nH]c2ccccc12)C(=O)NCC(c1cccnc1)N1CCN(c2ccccc2)CC1 (stereo unspecified)	-1%	3%	9.6%	45%	-3%
O=C(CSc1nc(-c2ccccc2)ns1)NCC1CCCO1 (stereo unspecified)	6%	-8%	0.5%	?	?
Cc1nn(Cc2ccc(F)cc2)c(C)c1NC(=O)c1cccnc1Cl	-2%	-4%	0.4%	16%	0%
CCCCn1c(CCC)nc([N+](=O)[O-])c1Sc1ccc(Cl)cn1	-13%	1%	6.4%	54%	9%
O=C(NCCCN1CCOCC1)C1(c2ccccc2)CCOCC1	-8%	-2%	2.4%	4%	2%
Cc1ccc(Sc2c(O)c3ccccc3n(C)c2=O)cc1	2%	.	0.6%	.	.
CCC(Oc1ccccc1)C(=O)N1CCN(C(=O)C(CC)Oc2ccccc2)CC1 (stereo unspecified)	2%	0%	0.5%	4%	5%
O=S(=O)(NCc1nnc2c(C(F)(F)F)cc(Cl)cn12)c1ccccc1	4%	3%	0.1%	1%	-6%

Fetched by structure from the entries so far, six records:
SMILES	influenza NS1A	Salmonella PhoP GFP	VEEV TC-83 Vero	M. tuberculosis	M. tuberculosis HTS	others
NC(=O)C1(Nc2ccc(-c3ccc(Br)cc3)cc2)CCCC1	6%	.	0.9%	.	.
Cc1ccc(C)c(N2CCN(S(=O)(=O)c3c(C)[nH]c(C)c3C(=O)N3CCCC3)CC2)c1	8%	-5%	1.1%	4%	9%
COC(=O)[C@]1(C)N[C@H](c2ccc(-c3ccc(F)cc3)cc2)[C@@H]2C(=O)N(C)C(=O)[C@@H]21	6%	2%	0.8%	-7%	-13%
CCCCn1c(CCC)nc([N+](=O)[O-])c1Sc1ccc(Cl)cn1	-13%	1%	6.4%	54%	9%
CN(C)c1ccc(/C=N/NC(=O)c2ccnn2C)cc1	-4%	13%	1.6%	0%	-4%
O=C(CCC1CCCN(C(=O)C2=CCCCC2)C1)N1CCN(c2ccccn2)CC1 (stereo unspecified)	1%	-5%	0.6%	7%	8%

Next section.
SMILES	influenza NS1A	Salmonella PhoP GFP	VEEV TC-83 Vero	M. tuberculosis	M. tuberculosis HTS	others
Cc1nc2ccccc2c(=O)n1N(c1ccccc1)c1ccccc1	4%	-1%	4.2%	40%	3%
CCn1c(COc2ccccc2)nnc1SCC(=O)NC1CC1	6%	-4%	0.1%	-2%	-6%
Cc1ccc(N2C(=O)CC(Cn3nc(C)cc3C)C2=O)cc1 (stereo unspecified)	1%	11%	0.7%	-1%	3%
Cc1ccc2c(c1)c1nc3ccccc3nc1n2C	-31%	-7%	0.3%	28%	7%
O=C(Cn1cc([N+](=O)[O-])cn1)NCCc1nc2ccccc2[nH]1	-8%	10%	0.2%	11%	-9%
CCOC(=O)C1CCN(Cc2cnc(Oc3ccc(C(C)(C)C)cc3)s2)CC1	-1%	0%	0.0%	?	?
CC(=O)C1=C(O)C(=O)N(Cc2ccco2)C1c1ccc2c(c1)OCO2 (stereo unspecified)	0%	-2%	0.1%	39%	-9%
O=C(CN1C(=O)CC(c2ccccc2)S(=O)(=O)c2ccccc21)NC1CCCC1 (stereo unspecified)	-4%	-19%	1.0%	2%	-4%
Cc1ccc(C(=O)Nc2nc(=O)[nH]s2)cc1	6%&-5%	5%&12%	4.2%&2.5%	23%&-29%	34%&-2%
CCOC(=O)C1CCN(C(=O)C(=O)N2CCC(C(=O)OCC)CC2)CC1	-4%	-3%	0.4%	0%	2%
CCCC1Cc2c(sc(NC(=S)NC(=O)c3ccccc3)c2C#N)CO1 (stereo unspecified)	.	-28%	.	9%	42%
Oc1ccccc1N1CCN(CC(O)COCc2ccccc2Cl)CC1 (stereo unspecified)	9%	-2%	0.5%	12%	11%
CCC1Oc2ccccc2N(CC(=O)N2CCOCC2)C1=O (stereo unspecified)	-1%	4%	i	-11%	2%
CC(=O)N1c2ccccc2NC2=C(C(=O)CC(C)(C)C2)C1c1cccn1C (stereo unspecified)	-1%	-3%	0.2%	0%	4%
CC(C)(C)c1ccc(C(=O)NNc2cc(N3CCOCC3)nc(N3CCOCC3)n2)cc1	2%	-6%	1.7%	-2%	1%
COc1ccc(CNC(=O)COC(=O)Cc2ccc(Cl)cc2Cl)cc1	-5%	-1%	0.3%	77%	8%
NC(=O)C1CCCN(Cc2c(C(=O)N3CCc4ccccc4C3)nc3ccc(Cl)cn23)C1 (stereo unspecified)	-22%	1%	1.7%	-10%	-5%
Cc1ccc(C)c(S(=O)(=O)N2CCCOC2CNC(=O)C(=O)NC2CC2)c1 (stereo unspecified)	-13%	2%	0.8%	7%	-6%
CCc1ccccc1NC(=O)CSc1nnc([C@@H]2CCCN2C(=O)OC(C)(C)C)o1	-5%	2%	?	62%	61%
O=C1/C(=C/c2ccncc2)Oc2cc(OS(=O)(=O)c3ccccc3)ccc21	-15%	15%	3.1%	67%	?
Clc1ccc(N2CCN(Cc3ccc(Br)o3)CC2)cc1	-63%	3%	0.8%	.	0%
CC(=O)c1cccc(NC(=O)c2oc(C)nc2C)c1	7%	-5%	2.1%	.	.	VEEV TC-83 Vero 10K pilot screen=0.7
COc1cc(C=C2C(=O)NC(=O)NC2=O)ccc1O	-4%	-1%	i	-8%	-1%
Cc1ccc(N2C(=O)NC(=O)/C(=C\c3ccc([N+](=O)[O-])o3)C2=O)cc1	.	-1%	.	-7%	-1%
Cc1nn(-c2ccccc2)nc1C(=O)Nc1nnc(C(F)(F)F)s1	-19%	-8%	26%	?	7%
Additional entries follow:
SMILES	influenza NS1A	Salmonella PhoP GFP	VEEV TC-83 Vero	M. tuberculosis	M. tuberculosis HTS	others
CN(NS(=O)(=O)c1ccccc1)c1nc2ccccc2nc1C(F)(F)F	9%	9%	2.3%	19%	0%
C=CCNC(=O)COC(=O)c1ccccc1C(=O)N(C)C1CCCCC1	-3%	-4%	0.3%	9%	12%
CSc1ncccc1C(=O)NCC(=O)Nc1ccc(F)c(F)c1	22%	-8%	1.9%	1%	-2%
NC(=NCCc1ccccc1)NS(=O)(=O)c1ccc(F)cc1	-11%	11%	0.7%	-4%	4%
COc1ccc(NC(C)=O)cc1C#N	-10%	8%	1.0%	0%	-5%
CCC1CCCCN1CCCNC(=O)CCC(=O)N1CC(C)Oc2ccccc21 (stereo unspecified)	26%	-1%	0.2%	1%	-8%
CC(=O)NCCC(=O)Nc1nc(-c2ccccc2Cl)cs1	4%	3%	0.6%	6%	1%
C[C@H]1CN([C@@H](C)CO)C(=O)c2cccc(NC(=O)c3ccc(-c4nccs4)cc3)c2O[C@@H]1CN(C)C(=O)NC1CCCCC1	-4%	.	0.6%	19%	3%
O=S(=O)(Nn1cnnc1)c1ccc(F)cc1	.	-7%	i	5%	-6%
O=C(c1ccc2c(c1)N(Cc1ccccc1)C(=O)c1ccccc1S2)N1CCCC1	2%	-8%	i	20%	7%
COc1ccc(/C=C/C(=O)Nc2cc(F)ccc2C)cc1S(=O)(=O)N1CCOCC1	-2%	-8%	9.6%	35%	6%
O=C1CC(N2CCN(c3nc4ccccc4s3)CC2)C(=O)N1Cc1cccs1 (stereo unspecified)	0%	-4%	4.0%	49%	-2%
CCOC(=O)Cn1c(=N)n(Cc2ccccc2F)c2ccccc21	0%	8%	0.6%	0%	-6%
O=C(O)c1ccc(Cn2nnc3sc4c(c3c2=O)CCCC4)cc1	.	-3%	2.1%	12%	-1%
CC1=CC(C)(C)Nc2ccc(OC(=O)c3cccnc3)cc21	4%	-11%	i	57%	-4%
CC(=NNC(=S)Nc1ccc(C)cc1)c1ccccn1	17µM*	.	i	.	.
Cc1ccc(C(=O)c2ccccc2C(=O)OCC(=O)NCC2CCCO2)cc1 (stereo unspecified)	-8%	6%	i	3%	0%
COc1ccc(CC(NC(C)=O)C(=O)NC2CCN(c3nc(C)cc(C)c3C#N)CC2)cc1OC (stereo unspecified)	-5%	1%	i	10%	4%
Cc1cccn2c(=O)c3c(nc12)N1CCCCC1C1(C3)C(=O)N(C)C(=O)N(C)C1=O (stereo unspecified)	.	5%	8.8%	4%	-6%
Cc1nc(-c2cccc3ccccc23)ccc1C(=O)O	12%	-4%	i	-16%	1%
CCN(CC)CCCNCC(=O)Nc1ccc(OC)c(Cl)c1	.	-16%	.	-2%	2%
CCN(CC)S(=O)(=O)c1ccc(N2CCCCC2)c(NC(=O)/C=C/c2cc(OC)c(OC)c(OC)c2)c1	2%	3%	9.5%	5%	19%
COc1ccc2nc(NC(=O)c3sc4nc(C)cc(C)c4c3N)sc2c1	15%	-6%	2.2%	0%	2%
Nc1nonc1-n1nnc(C(=O)N/N=C/c2ccccc2F)c1CN1CCc2ccccc21	0%	-9%	2.6%	0%	9%
Cc1ccc(S(=O)(=O)N2CCOCC2)cc1C(=O)Nc1cccc(S(=O)(=O)N2CCCC2)c1	-5%	5%	4.8%	4%	-4%
Further results:
SMILES	influenza NS1A	Salmonella PhoP GFP	VEEV TC-83 Vero	M. tuberculosis	M. tuberculosis HTS	others
CCN1CCN(c2c(Cl)cccc2NC(=O)c2ccco2)CC1	3%	-4%	0.3%	-6%	-5%
CCOC(=O)c1nnn(-c2nonc2N)c1-c1ccc(Cl)cc1	-3%	-14%	i	22%	6%
CCn1c(=S)sc2c(=O)n(CC(=O)Nc3ccc(OC)c(Cl)c3)c(C)nc21	12%	-7%	2.3%	2%	2%
Cc1cc(-c2nnc(SCC(=O)Nc3ccc(C(F)(F)F)cc3)n2C)no1	-2%	7%	2.8%	-1%	-8%
CCOC(=O)c1c2ccc(OCC(=O)N/N=C/c3ccc(C)cc3)cc2n2ccccc12	3%	-5%	24%	-1%	3%
CCOC(=O)c1csc(NC(=O)c2ccc(S(=O)(=O)N(CC)CC)cc2)n1	-10%	4%	2.6%	1%	2%
C/C(=N\NC(=O)c1cccnc1)c1ccc(-c2ccccc2)cc1	.	3%	0.5%	-1%	-2%
CCN(CC)S(=O)(=O)c1ccc(N2CCOCC2)c(NC(=O)c2ccc(N3CCCC3=O)cc2)c1	-9%	-4%	2.4%	34%	8%
O=C(NCCSc1c[nH]c2ccccc12)c1c(F)cccc1F	-9%	-5%	3.5%	15%	-3%	VEEV TC-83 Vero 10K pilot screen=0.4
O=c1c2[nH]c3ccc(F)cc3c2ncn1C1CCCCC1	3%	-9%	1.7%	13%	5%
